# Source: PubChem
# AddAB inh – less growth of phage-infected E. coli with AddAB | E. coli expressing H. pylori AddAB, absorbance growth | inhibition, % at 11.9 µM | 0.29% of 330,000 active; in the data active means inhibition above about 12%;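 further: 0% = vehicle wells of infected cells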
# E coli growth – counter-screen for AddAB inhibitors: E. coli growth inhibition; E. coli V3065 growth, OD600 absorbance, 18 h; inhibition, % at 11.9 µM; 0.27% of 330,000 active;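 active means inhibition above the campaign's mean inhibition across all tested compounds plus 3 SD, cut at about 9.9% in these data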;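 further: uninfected addAB+ strain grown without phage in ampicillin broth; 0% = DMSO wells and 100% = ciprofloxacin 0.95 µg/ml wells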
# PKA-R1A activ – activators of PKA-R1A complex; 0.083% of 340,000 active; activation, % at 11.4 µM; AID 504707; PKA-R1A dissociation, Cy5-IP20 fluorescence polarization; scaled: DMSO 0%, 113 µM cGMP 100%;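 active means percent activation above the mean of all tested compounds plus 3 SD, cut at about 19% in these data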;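 further: higher means more PKAc released from R1A so a rise in polarization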
# PKA-R2B act – activates the human PKA-R2B holoenzyme complex; PKA-R2B holoenzyme dissociation, Cy5-IP20 fluorescence polarization; R2B truncated from residue 108, S112A mutant; 0% DMSO only, 100% 113 µM cGMP; activation, % at 11.4 µM; 0.079% of 340,000 active; AID 504700;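 active means activation above a cutoff set at the mean over all compounds plus 3 SD, cut at about 18% in these data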;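 further: higher means more holoenzyme dissociation and a rise in polarization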
# phage Ecoli inh – E. coli growth loss with phage present; AID 651602; growth absorbance; 0.26% of 360,000 active; inhibition, % at 11.9 µM; in the data active means inhibition above about 11%
# DAGLB inhibitor – diacylglycerol lipase beta (human) inhibition; Q8NCG7; HEK293T DAGLB membrane lysate, EnzChek fluorogenic substrate; inhibition, % at 5.17 µM; 0.059% of 340,000 active; AID 504411; in the data active means inhibition above about 34%;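 further: 0% = enzyme with vehicle and 100% = wells lacking enzyme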
# Target sequence (Q8NCG7 whole entry, looked up): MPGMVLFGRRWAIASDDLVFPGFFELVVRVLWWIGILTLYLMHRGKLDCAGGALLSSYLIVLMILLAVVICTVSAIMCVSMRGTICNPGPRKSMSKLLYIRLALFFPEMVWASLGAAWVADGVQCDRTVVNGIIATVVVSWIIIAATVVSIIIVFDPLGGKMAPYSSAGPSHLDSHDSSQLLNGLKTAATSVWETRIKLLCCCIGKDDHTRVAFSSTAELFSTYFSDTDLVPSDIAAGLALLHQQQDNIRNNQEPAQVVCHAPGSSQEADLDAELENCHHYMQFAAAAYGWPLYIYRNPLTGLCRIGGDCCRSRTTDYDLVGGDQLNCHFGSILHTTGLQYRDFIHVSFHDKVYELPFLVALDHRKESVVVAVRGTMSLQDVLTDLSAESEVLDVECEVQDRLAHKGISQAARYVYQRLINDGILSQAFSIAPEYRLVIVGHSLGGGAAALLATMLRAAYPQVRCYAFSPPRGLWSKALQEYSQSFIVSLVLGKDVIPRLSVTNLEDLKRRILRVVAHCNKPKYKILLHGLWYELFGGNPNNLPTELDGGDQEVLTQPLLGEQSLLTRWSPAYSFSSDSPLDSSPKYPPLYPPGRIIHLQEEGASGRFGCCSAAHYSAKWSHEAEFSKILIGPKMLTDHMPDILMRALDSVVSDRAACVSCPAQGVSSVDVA
# SUMO Mot1 rescue – inhibitors of SUMOylation pathway: yeast Mot1-301 growth rescue | S. cerevisiae Mot1-301 growth rescue, ATP luminescence, 38.5C; percent above DMSO median, 100 means doubled | growth rescue, % at 18.8 µM | 1% of 320,000 active | AID 2716;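 active means every valid replicate shows activation above 250% relative to neutral control wells; inactive means the rest, any valid replicate at or below 250%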;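 further: OY570 slx delta 5 strain wells were the positive control but not used for scaling; some compounds called inactive have numbers as strong as hits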
# HTR5A ag – activates human HTR5A in OPRM1-OPRD1 agonist counter-screen | HTR5A agonist assay, luminescence, cell-based | P47898 | activation, % at 9.3 µM | 0.61% of 340,000 active; in the data active means activation mostly above about 9.5%, no sharp cut-off; inactive means mostly below about 7.6%;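 further: 0% = cells with vehicle only and 100% = reference agonist; strong numbers were not always called active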
# Target sequence (P47898 whole entry, looked up): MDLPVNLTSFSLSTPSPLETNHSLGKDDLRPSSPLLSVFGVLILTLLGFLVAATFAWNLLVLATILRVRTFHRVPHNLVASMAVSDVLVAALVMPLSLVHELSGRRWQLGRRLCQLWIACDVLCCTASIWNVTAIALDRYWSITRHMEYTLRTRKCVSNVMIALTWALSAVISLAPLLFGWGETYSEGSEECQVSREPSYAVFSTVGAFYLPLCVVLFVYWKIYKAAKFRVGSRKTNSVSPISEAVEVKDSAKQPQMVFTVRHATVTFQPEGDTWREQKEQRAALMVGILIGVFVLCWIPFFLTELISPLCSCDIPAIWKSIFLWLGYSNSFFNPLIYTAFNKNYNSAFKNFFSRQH
# Tat export inh – blocks Tat-dependent protein export in E. coli; E. coli MC4100 TorA-mCherry Tat export, fluorescence; inhibition, % at 10 µM; 0.036% of 340,000 active;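 active means mean replicate inhibition at least 50% and at least half of replicates individually reaching 50%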;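 further: exported cargo escapes ClpAP degradation while cytoplasmic cargo is degraded and loses fluorescence; 0% = median of neutral control wells and 100% = median of NaSCN control wells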
# HTR5A inv ag – inverse agonist of human HTR5A in OPRM1-OPRD1 counter-screen | P47898 | HTR5A cell line, luminescence, inverse agonism | inhibition, % at 9.3 µM | 0.083% of 340,000 active; in the data active means inhibition mostly above about 23%, no sharp cut-off; inactive means mostly below about 18%;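 further: 0% = cells with DMSO and 100% = no-cell wells with DMSO; some compounds called inactive have numbers as strong as hits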
# CDK5 p35 inh – CDK5/p35 (human) kinase inhibition; inhibition, % at 10 µM; Q00535+Q15078; Recombinant CDK5/p35, ADP-Glo luminescence, 60 min; 0.01% of 330,000 active;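 active means highest replicate inhibition of at least 50% and at least 75% of replicates reaching 50%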;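 further: plate controls were DMSO neutral control for no effect and GW8510 at 10 µM for full effect; many of its hits are not listed in these tables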
# * hit, by the source's call; · = not tested or not shown.
SMILES,AddAB inh,E coli growth,PKA-R1A activ,PKA-R2B act,phage Ecoli inh,DAGLB inhibitor,SUMO Mot1 rescue,HTR5A ag,Tat export inh,HTR5A inv ag,CDK5 p35 inh
O=C(/C=C/c1ccc(Br)o1)Nc1nccs1,2.1,-0.8,-4,-1,3.2,4,7,2,2,17,2.4
Cc1cc(C)c2c(N)c(C(=O)NN3CC(=O)N(c4cccc(Cl)c4)CC3=O)sc2n1,0.2,2.8,-8,-4,5.1,-3,-9,1,-1,10,-0.1
CC[C@H](C)NC(=O)CCCCCn1c(=S)[nH]c2c([nH]c3ccc(OC)cc32)c1=O,-2.5,0.5,-1,-8,1.8,3,-33,-2,-3,2,0.9
Cc1ccc(NC(=O)CN2C(=O)COc3ccc(S(=O)(=O)N4CCOCC4)cc32)cc1F,2.9,2.7,-20,-15,1.4,4,500*,-1,-6,3,-3.9
CCCCC(=O)N=c1sc2c(OC)ccc(OC)c2n1C,2.0,1.8,0,4,1.6,-2,52,7,6,-21,-0.2
CN(C)S(=O)(=O)c1ccc(Cl)c(C(=O)NNC(=O)Cn2ccc(C(F)(F)F)n2)c1,·,·,10,3,-2.8,2,·,-5,-13,15,0.3
COc1cccc(CNC(=O)c2ccc(NC(=O)CC3SC(N4CCCC4)=NC3=O)cc2)c1 (stereo unspecified),-1.1,-0.3,-3,3,0.9,0,1,-1,-8,5,0.8
O=C(CCCOc1ccc(Cl)cc1)Nc1cccc(C(=O)O)c1,0.8,3.0,3,8,3.9,2,11,0,-7,-6,-0.1
CCOC(=O)c1sc2nccc(N(C)C)c2c1N=CNOCc1ccccc1,3.9,-1.9,-3,-4,-0.6,-14,-1,6,8,-15,2.0
COc1ccc(/C(N)=N/OC(=O)c2cccc([N+](=O)[O-])c2C)cc1,0.2,0.2,-11,-10,2.3,1,20,1,-1,-2,-0.7
Cc1ccc(N(CN2C(=O)c3ccccc3C2=O)C(=O)c2ccc([N+](=O)[O-])cc2[N+](=O)[O-])cc1,2.4,0.8,14,-3,3.4,2,·,3,-17,-7,-0.9
CSc1cccc(CNC(=O)C2CCC(=O)N(CCCN3CCCC3=O)C2)c1 (stereo unspecified),0.7,-1.5,0,1,0.9,-2,-5,0,3,1,1.4
CC(C)C[C@H](NC(=O)c1[nH]cnc1C(=O)N[C@@H](C)c1ccccc1)C(=O)OC(C)(C)C,-1.6,-2.1,-8,-10,3.7,-3,-1,4,23,-11,-0.9
O=C(N/N=C/c1cccs1)c1ccc2ccccc2c1,1.1,2.0,-9,-19,0.1,-10,33,-2,-8,-15,-0.2
Cn1nc(CC(=O)Nc2ccc3c(c2)CCC3)c2ccccc2c1=O,·,·,-9,-17,2.4,2,·,5,4,-10,0.6
CCN(Cc1ccccc1)C(=O)CN1C(=O)COc2ccc(S(=O)(=O)N3CCCCCC3)cc21,0.5,-0.2,-1,1,1.4,-3,-20,1,5,-2,1.9
O=c1ccc(-c2ccc(S(=O)(=O)Nc3ccccc3Cl)o2)n[nH]1,4.4,1.1,-9,-2,0.2,-1,6,6,-5,0,-1.3
CC(=O)c1nn(-c2ccc(Br)cc2)cc1C(=O)c1ccco1,2.1,-0.4,12,3,3.2,-3,6,3,-5,-11,-0.7
CCc1c(C(=O)Nc2ccc(C)c(C)c2)[nH]c(C)c1C(C)=O,1.6,2.8,4,-4,-11,-2,10,1,-1,-3,-0.5
CC(OC(=O)c1ccc(S(=O)(=O)NCc2ccco2)cc1)C(=O)Nc1ccc(Cl)cn1 (stereo unspecified),4.8,1.7,-1,-13,3.3,-4,93,5,-5,-18,0.4
CSc1nnc(NC(=O)C2CCCCC2)s1,0.1,-0.2,-8,-4,2.7,-2,6,6,-2,-17,-2.0
Cc1onc(-c2ccccc2)c1NC(=O)N(CCC#N)Cc1ccccc1,0.2,-0.2,·,·,0.4,·,183,·,4,·,-0.6
COc1ccc(/C=C2\SC(=O)N(CCc3nnc(N)s3)C2=O)cc1,1.3,-1.6,-5,12,2.6,-2,8,-4,10,-30,0.3
O=S(=O)(Nc1cccc(S(=O)(=O)N2CCCCCC2)c1)c1ccccc1,-1.6,-1.6,-3,-2,3.7,-2,28,4,0,-9,0.1
Cn1c(=O)n(C)c2cc(NC(=O)CSc3nnc(-c4ccccc4O)n3-c3ccccc3)ccc21,1.8,0.1,4,7,4.4,2,208,-4,-2,9,1.4

# One compound at a time, as listed above:
# CSc1nnc(NC(=O)C2CCCCC2)s1 is listed as AddAB inh: 0.1; E coli growth: -0.2; PKA-R1A activ: -8; PKA-R2B act: -4; phage Ecoli inh: 2.7; DAGLB inhibitor: -2; SUMO Mot1 rescue: 6; HTR5A ag: 6; Tat export inh: -2; HTR5A inv ag: -17; CDK5 p35 inh: -2.0
# CC(=O)c1nn(-c2ccc(Br)cc2)cc1C(=O)c1ccco1 is listed as AddAB inh: 2.1; E coli growth: -0.4; PKA-R1A activ: 12; PKA-R2B act: 3; phage Ecoli inh: 3.2; DAGLB inhibitor: -3; SUMO Mot1 rescue: 6; HTR5A ag: 3; Tat export inh: -5; HTR5A inv ag: -11; CDK5 p35 inh: -0.7
# CCc1c(C(=O)Nc2ccc(C)c(C)c2)[nH]c(C)c1C(C)=O is listed as AddAB inh: 1.6; E coli growth: 2.8; PKA-R1A activ: 4; PKA-R2B act: -4; phage Ecoli inh: -11; DAGLB inhibitor: -2; SUMO Mot1 rescue: 10; HTR5A ag: 1; Tat export inh: -1; HTR5A inv ag: -3; CDK5 p35 inh: -0.5

# Remaining list, next part
SMILES,AddAB inh,E coli growth,PKA-R1A activ,PKA-R2B act,phage Ecoli inh,DAGLB inhibitor,SUMO Mot1 rescue,HTR5A ag,Tat export inh,HTR5A inv ag,CDK5 p35 inh
CCOc1cc(C=O)ccc1OS(=O)(=O)c1ccc(NC(C)=O)cc1,-0.5,-1.4,-13,-8,0.8,-1,-20,2,7,19,2.0
O=C(Nc1ccccc1Cc1ccccc1)c1ccc2c(c1)SC1=NS(=O)(=O)CCN12,0.3,-1.5,-15,0,2.0,2,0,6,-7,16,-0.9
O=C(NCC1OCCc2ccccc21)c1cc(COc2ccc(F)cc2Cl)on1 (stereo unspecified),-1.3,-0.1,-11,-13,5.4,0,47,2,5,8,0.3
COc1ccc(N(CC(=O)Nc2ccc(C)c(F)c2)S(=O)(=O)c2c(C)noc2C)cc1,0.3,0.4,-13,-6,-0.5,-5,-5,1,1,-11,-1.7
CCC(NC(=O)c1ccccc1O)c1ccccc1 (stereo unspecified),1.3,0.2,5,-1,1.4,-6,21,3,10,-17,-0.7
CCCCOc1ccc(OCCNC(=O)c2ccco2)cc1,10,6.4,1,2,6.4,-2,-1,-1,-10,-29,0.0
COc1ccc(OCCCCOc2ccccc2Cl)cc1,1.1,-2.0,-5,-2,-2.0,-22,12,-3,-1,5,-1.7
CCC(=O)Nc1cccc(NC(=O)CSc2nnnn2C)c1,1.5,0.2,11,7,2.7,1,-12,-2,4,5,1.3
COc1ccccc1NC(=O)NNC(=O)c1ccc2c(c1)NC(=O)C(C)(C)O2,1.1,-0.8,13,-2,1.3,-4,1,3,21,-25,1.5
O=C(COC(=O)/C=C/c1cccc(C(F)(F)F)c1)NC(=O)NCc1ccccc1,·,·,-13,-6,3.3,-1,·,2,2,-4,-1.5
N#CC(C#N)=Cc1cccn1-c1ccc(C(=O)O)cc1,3.2,0.9,-6,7,3.9,-1,-19,0,-10,-1,3.5
CCN(CCO)c1ncnc2onc(-c3ccc(F)cc3)c12,0.5,0.8,-2,-8,1.0,4,-8,2,-1,-7,0.2
Cc1ccc(S(=O)(=O)N/N=C/c2c(C)nn(-c3ccccc3)c2C)cc1,4.1,2.9,-16,-2,2.1,-1,33,3,-2,-2,0.4
Cc1ccc(Cl)cc1N1CCN(S(=O)(=O)c2c(C)[nH]c(=O)[nH]c2=O)CC1,1.1,1.2,-6,1,1.1,6,-11,8,-6,-21,-0.4
C[C@]12CCC3C(CC[C@H]4CCCC[C@]34C)C1CC[C@@]2(O)CNCCO (stereo partly specified),·,·,-5,1,-1.1,0,33,-1,9,2,-1.5
N#C/C(=C(\O)c1ccco1)c1ccccn1,4.0,-2.2,12,2,3.6,1,2,4,0,-9,2.5
CC1CCCCC1NC(=O)CSc1nc2ccccc2[nH]1 (stereo unspecified),0.1,1.1,-4,-1,1.5,-2,3,5,-3,-14,-1.1
O=C(CSc1ccccc1C(=O)O)NCC1CCCCC1,-1.0,0.6,1,9,2.1,4,-4,0,-1,32,-1.1
Cc1ccc(C(=O)/C=C2\NCC(C)NC2=O)cc1 (stereo unspecified),4.1,2.7,-7,0,3.0,1,0,7,-6,-19,-0.2
Brc1ccccc1Cn1c(-c2cscn2)nc2ccccc21,1.6,1.4,-2,2,0.1,-2,-11,7,-10,-22,0.3
CCN(C(=O)CSc1ccccn1)C1CCCCC1,-0.3,-2.1,-3,-1,1.4,-2,-13,-3,5,5,-0.7
O=C(CSc1nnc(CNC(=O)C23CC4CC(CC(C4)C2)C3)n1-c1ccc(F)cc1)Nc1ccccc1,2.5,0.5,-2,3,-2.3,2,6,3,-7,3,0.4
COc1ccc(NC(=O)c2cccc3c2C(=O)N(C2CCCCC2)C3)cc1,3.7,1.9,6,-3,3.7,-5,2,0,-8,4,0.9
CC(=O)Nc1cc2nn(-c3ccccc3)nc2cc1Cl,1.1,0.4,-14,-8,2.2,-1,553*,1,2,-18,-0.1
COc1ccc(NC2CCCN(C(=O)CCN3CCCO3)C2)cc1 (stereo unspecified),-0.3,-0.4,1,4,4.0,-1,5,3,-4,7,0.0
Cc1ccc(S(=O)(=O)CC(=O)c2cc(C)c(O)c(C)c2)cc1,0.9,0.1,-7,-5,3.5,1,-1,2,-10,-7,-0.4
O=S1CCCSC1c1cccnc1 (stereo unspecified),1.4,0.2,-4,-5,0.2,2,210,-4,4,-20,2.5
CCCNC(=O)c1ccc(COc2ccc(C(C)(C)C)cc2)o1,3.7,0.2,-1,-1,4.0,-7,-9,-2,-6,5,-0.5
Cc1ccc(-n2c(SCC3CCCCO3)nnc2-c2ccco2)cc1 (stereo unspecified),-2.9,-1.0,-20,-12,1.7,1,-13,-1,6,2,0.8
CN(C(=O)c1cc2ccccc2oc1=O)C1(C)CCS(=O)(=O)C1 (stereo unspecified),1.8,-1.4,4,3,3.7,1,2,-2,-2,4,-0.3
